# Compound activity (PubChem)
# LEDGF integ inh: blocks HIV-1 LEDGF/p75-dependent DNA integration; TR-FRET IN-LEDGF/p75 DNA integration, Eu/Cy5; inhibition, % at 3.7 µM; 0.64% of 370,000 active; AID 743269;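 active means inhibition above the screen-wide mean plus 3 SD, cut at about 13% in these data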;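 further: signal is the Cy5 over europium emission ratio at 671 and 618 nm; 0% = plate median of compound wells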
# HTRA1 inhibitor: blocks human HTRA1 serine peptidase | AID 504803 | recombinant HTRA1, FP-rhodamine activity-based probe, fluorescence polarization | Q92743 | 0.5% of 340,000 active | inhibition, % at 5.96 µM; in the data active means inhibition above about 36%;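 further: 0% = enzyme with DMSO and 100% = wells lacking enzyme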
# TCR-CD3 inh: human TCR-CD3 binding inhibition. TAMRA-labeled TCR probe fluorescence, biochemical. inhibition, % at 9.4 µM. 0.37% of 360,000 active; in the data active means inhibition above about 19%;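 further: recombinant mutant TCR 2C K166C tagged with TAMRA read by polarization; 0% = receptor in buffer alone and 100% = receptor with positive control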
# rCAG RNA binder: r(CAG) repeat RNA binding; TO-PRO-1 dye displacement fluorescence; inhibition, % at 3 µM; 1.3% of 370,000 active; AID 651821;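 active means inhibition above the plate cutoff, the mean of all test compounds on that plate plus 3 SD, cut at about 35% in these data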;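 further: 0% = DMSO alone and 100% = 100 µM mitoxantrone as full dye displacement; higher means more dye released from RNA so lower well fluorescence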
# mABHD4 FP: inhibits mouse alpha/beta hydrolase domain 4 | Q8VD66 | purified mABHD4, FP-Rh probe fluorescence polarization | inhibition, % at 8.92 µM | 0.54% of 370,000 active;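 active means inhibition exceeding the mean over every tested compound plus 3 SD, cut at about 30% in these data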;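 further: 0% = plate median of compound wells and 100% = S159A mutant with DMSO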
#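 Material: mouse ABHD4 enzyme, wild type; Benchmarks: S159A mutant high control, sample median low control; Buffer or medium: HEPES pH 7.0, NaCl, Pluronic buffer; Signal: fluorescence polarization; Read-out: percent inhibition of probe binding, normalized to plate controls; Timing: pre-incubation 45 min, probe exposure 60 min, at 25 °C; Dosing: 8.92 µM, single dose.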
# PRMT1 FP inh: inhibitors of human PRMT1 | Q99873 | recombinant PRMT1, activity-based probe fluorescence polarization | inhibition, % at 2.79 µM | 1.3% of 370,000 active | AID 652257;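 active means inhibition above about 21% made by adding two undisclosed values, limit read from the data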
# NR1D1 modulator: modulates human Rev-erb alpha binding to DNA; AID 1259318; Rev-erbα–FITC-DNA binding, fluorescence polarization, 90 min; P20393; activity, % at 10 µM; 0.79% of 370,000 active;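 active means activity above about 14%, limit read from the data; passing the limit was not always enough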;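 further: 0% = DMSO wells with 35 nM protein and 100% = DMSO wells with 750 nM protein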
# UHRF1 MBD2 ctr: human UHRF1 methylated DNA binding inhibitors; Q96T88; UHRF1 binding to methylated oligo, TR-FRET; inhibition, % at 4.4 µM; 0.75% of 370,000 active; in the data active means inhibition above about 21%;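 further: UHRF1 SRA domain binding a hemimethylated CpG hairpin DNA probe; 0% = median of test compound wells and 100% = reference inhibitor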
# Target sequence (Q96T88 whole entry, looked up, the tested form may be a part): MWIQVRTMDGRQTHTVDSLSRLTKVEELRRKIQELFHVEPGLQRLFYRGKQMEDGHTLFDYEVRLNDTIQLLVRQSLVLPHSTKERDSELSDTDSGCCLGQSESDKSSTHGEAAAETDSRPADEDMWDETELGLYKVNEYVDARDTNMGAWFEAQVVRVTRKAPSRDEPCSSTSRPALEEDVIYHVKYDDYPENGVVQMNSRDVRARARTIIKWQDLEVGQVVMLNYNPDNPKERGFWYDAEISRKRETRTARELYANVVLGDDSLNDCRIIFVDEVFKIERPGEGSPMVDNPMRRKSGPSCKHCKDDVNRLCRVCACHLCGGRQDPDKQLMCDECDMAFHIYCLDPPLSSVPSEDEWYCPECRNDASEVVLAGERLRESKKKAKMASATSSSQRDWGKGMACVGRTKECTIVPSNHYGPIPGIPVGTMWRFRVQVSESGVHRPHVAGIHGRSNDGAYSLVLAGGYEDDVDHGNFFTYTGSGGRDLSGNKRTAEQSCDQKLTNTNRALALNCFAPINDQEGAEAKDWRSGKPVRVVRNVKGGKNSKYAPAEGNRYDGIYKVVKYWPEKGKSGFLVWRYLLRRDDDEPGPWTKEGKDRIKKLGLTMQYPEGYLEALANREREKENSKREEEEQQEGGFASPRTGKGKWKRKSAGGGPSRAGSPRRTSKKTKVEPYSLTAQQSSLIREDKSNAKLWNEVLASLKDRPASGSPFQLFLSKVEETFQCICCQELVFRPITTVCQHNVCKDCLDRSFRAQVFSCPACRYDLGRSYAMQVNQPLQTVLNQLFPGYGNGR
# MBD2 DNA inh: inhibitors of human MBD2 binding to methylated oligonucleotide; Q9UBB5; TR-FRET; inhibition, % at 4.4 µM; 0.31% of 370,000 active; AID 686964; in the data active means inhibition above about 13%
# PG9 Ab binder: binds the HIV-1 gp120 antibody PG9. TR-FRET gp120-PG9 antibody binding. inhibition, % at 6.7 µM. 0.43% of 360,000 active; in the data active means inhibition above about 8.5%
# Active calls of the source: *; . = no result given. An excerpt; rates above refer to the full screens.
SMILES,LEDGF integ inh,HTRA1 inhibitor,TCR-CD3 inh,rCAG RNA binder,mABHD4 FP,PRMT1 FP inh,NR1D1 modulator,UHRF1 MBD2 ctr,MBD2 DNA inh,PG9 Ab binder
Cn1c(N)c(C(=O)COC(=O)CCc2nc3ccccc3s2)c(=O)n(C)c1=O,5,-4,-3,-6,8,1,6,1,2,0.3
CCOC(=O)c1cnc(SCc2nc(N)nc(Nc3ccccc3OC)n2)nc1N,3,.,5,1,4,6,-1,-1,-5,1.1
Clc1ccc(OCCCCCN2CCCC2)c(Br)c1,0,-8,2,0,9,-1,2,0,-4,0.3
COc1ccc(-c2nn(-c3ccccc3)cc2N)cc1,3,-9,-2,5,-5,-2,0,-4,-2,-0.6
COc1ccccc1CNC(=O)Cc1ccc(C)cc1,-1,0,-8,-4,-1,-3,-3,-5,2,0.8
CC1(C(=O)NCCC(F)(F)F)Cc2c(-c3cccc(C(N)=O)c3)ccnc2O1 (stereo not given),14*,.,4,-1,7,5,-2,1,-2,1.4
COc1ccc(-c2csc(-c3ccccc3)n2)c(OC)c1,-1,-23,-8,8,-5,7,1,7,6,0.5
c1ccc2c(c1)Sc1ccccc1-n1cnnc1-2,1,3,9,-4,7,-2,-1,-1,-4,0.9
O=Cc1cn(CC(=O)Nc2ccc(F)cc2)c2ccccc12,8,-7,1,1,-5,-2,6,0,-7,-5.6
COc1ccc(S(=O)(=O)N2CCOCC2)cc1NC(=O)CSc1nnc(C2CC2)n1C1CC1,-2,1,3,0,8,40*,-5,-1,0,0.1
COc1ccc(-n2c(C)c(C(C)=O)c(C(C)=O)c2C)cc1,-2,5,6,-8,-2,-1,1,1,-2,0.4
COc1cc(/C=C(\C#N)c2ccccn2)ccc1OCc1ccccc1,9,-13,-6,0,-6,-1,3,4,-2,-0.9
COc1ccc(NC(=O)c2cccc(S(=O)(=O)N3CCN(c4ccccc4)CC3)c2)c(OC)c1,-1,-1,1,8,-1,0,-1,22*,5,0.0
O=C(Cc1ccccc1)N[C@@H](Cc1ccccc1)C(=O)O,3,-6,-1,5,-4,1,2,1,5,0.5
NNc1nc2ccc(Cl)cc2s1,1,19,1,12,-2,-2,-3,-2,3,-3.9
S=c1[nH]nc(CCSCc2ccccc2)n1-c1ccccc1,-3,0,9,2,1,3,-2,-1,-1,0.3
COc1nn(CC(=O)N2N=C(C(F)F)CC2(O)C(F)F)cc1[N+](=O)[O-] (stereo not given),-1,4,0,0,2,-2,0,-3,2,-0.2
Cc1ccc(-n2ncc3c2CCCC3NC(=O)CSc2ccccn2)cc1C (stereo not given),-4,-12,4,-9,-3,2,-4,3,2,0.8
CCCOc1ccc(/C(O)=C2/C(=O)C(=O)N(CCCn3ccnc3)C2c2ccc(C)o2)cc1 (stereo not given),1,8,-5,4,6,-1,4,-2,2,1.9
COC(=O)c1cc(NC(=O)CSc2nnc(CN3CCOCC3)n2C)ccc1Cl,-3,-1,3,-3,1,0,-3,-1,1,-3.0
Cc1ccccc1-c1ccc(C=Nc2c(C)n(C)n(-c3ccccc3)c2=O)o1,0,-17,-2,5,-4,-1,-4,2,-8,0.6
COc1ccc(C(=O)NN2C(=O)C3C(c4ccccc4)C=CC(c4ccccc4)C3C2=O)cc1 (stereo not given),0,-40,6,8,-23,-3,-2,2,-2,-1.4
O=C(COC(=O)CC1CC2CCC1C2)Nc1ccccc1Cl (stereo not given),-1,-12,2,-1,-5,-4,1,-1,-5,-0.5
O=c1[nH]c2ccccc2c(O)c1-[n+]1ccccc1,2,-2,-12,-3,-1,5,3,-4,-6,1.3
CCCC1CCC(=NNC(=O)CNc2ccc(OC)cc2)CC1 (stereo not given),-3,2,4,2,17,-1,-3,-3,-2,-3.4
COc1cc(C(=O)Nc2ccc3c(c2)CCN3C(C)=O)cc(OC)c1OC,0,5,-1,-5,-1,-1,-3,0,-5,0.1
S=C(NCc1ccc2c(c1)OCO2)Nc1ccc(-c2nc3ccccc3[nH]2)cc1,-6,-41,0,22,-63,15,-5,0,4,-2.5
Cc1ccc(CNC(=O)CN2CCN(Cc3ccc(C)cc3)C2=O)cc1,0,5,4,-9,5,-2,1,-1,1,1.3
COc1ccc(/C=C/C(=O)Nc2sc3c(c2C(=O)NCc2cccnc2)CCCC3)cc1,0,-9,4,0,1,-2,-3,-2,-3,-0.1
COC(=O)C(Cc1ccc(OC(=O)c2ccccc2C)cc1)N1Cc2ccccc2C1=O (stereo not given),0,-37,1,-3,-4,2,1,-1,3,-1.1

# Some entries already given, showing only UHRF1 MBD2 ctr:
Molecule	UHRF1 MBD2 ctr
COc1ccc(S(=O)(=O)N2CCOCC2)cc1NC(=O)CSc1nnc(C2CC2)n1C1CC1	-1
CCCC1CCC(=NNC(=O)CNc2ccc(OC)cc2)CC1 (stereo not given)	-3
NNc1nc2ccc(Cl)cc2s1	-2
COC(=O)c1cc(NC(=O)CSc2nnc(CN3CCOCC3)n2C)ccc1Cl	-1

# Remaining list, next part:
SMILES,LEDGF integ inh,HTRA1 inhibitor,TCR-CD3 inh,rCAG RNA binder,mABHD4 FP,PRMT1 FP inh,NR1D1 modulator,UHRF1 MBD2 ctr,MBD2 DNA inh,PG9 Ab binder
COc1ccc(OC)c(S(=O)(=O)Nc2cccc(F)c2)c1,4,2,-6,-2,-15,2,1,3,8,2.0
Cc1cnc(N=Nc2ccccc2)[nH]1,-3,2,-3,2,-2,-4,-5,-2,-8,-3.2
CC1(C)CC[C@]2(C(=O)O)CC[C@]3(C)C(=CCC4[C@]56CC[C@@](O)(OC5)C(C)(C)C6CC[C@]43C)C2C1 (stereo not given in full),1,.,-2,1,0,7,-5,0,2,-2.7
COc1ccc(NC(=O)c2ccc3c(c2)C(=O)N(CC2CCCO2)C3=O)cc1 (stereo not given),-7,7,-3,-3,4,1,0,1,3,-0.3
CC(O)C(NS(=O)(=O)c1ccc2ccccc2c1)C(=O)OCC(=O)Nc1ccccc1OC(F)F (stereo not given),0,-6,-2,4,-8,3,6,2,5,2.7
COC(=O)CSc1nc(N)c2c3c(sc2n1)CCCC3,-2,-4,-1,6,1,5,3,-1,-4,-1.6
O=C(COC(=O)C1=NN(c2ccccc2)C(=O)CC1)Nc1nc(-c2ccc(F)cc2)cs1,4,-22,-6,4,-3,-3,-3,1,2,-1.1
O=C(O)CN1C(=O)S/C(=C\c2cccnc2)C1=O,-5,7,-3,-3,2,7,-5,-2,1,-2.4
O=C(CCc1nnc(-c2ccsc2)o1)N1CCc2c(Cl)cccc2C1,-2,4,5,-2,-1,1,-3,0,-1,-2.1
NC(=O)C(c1ccccc1)C1CCCCC1 (stereo not given),1,4,5,1,-3,-1,0,-2,-2,-0.4
CCOC(=O)C(=Cc1ccc(-n2cncn2)cc1)C(=O)OCC,-4,2,4,-8,-2,14,0,1,5,1.9
COc1cc([N+](=O)[O-])ccc1NC(=O)CSc1nnc(C)c(C)n1,4,8,-4,-2,-5,-2,3,1,-5,1.4
Cc1ccccc1CN(c1ccc(C(=O)NCC2CCCO2)cc1)S(C)(=O)=O (stereo not given),-4,-3,10,0,0,0,-7,0,-2,-0.3
Cc1cccnc1NC(=O)Nc1ccc(Cl)cc1,-2,6,1,-1,-3,0,-2,0,1,-1.6
CC(C)Cn1c(-c2ccccc2F)n[nH]c1=S,-1,-6,2,-1,1,0,-2,-1,2,2.4
COc1ccc(C(=O)OC(C)C(=O)NC2CCCc3ccccc32)cc1OC (stereo not given),0,-3,3,0,1,-6,8,0,4,1.8
CCn1cc(C(=O)N[C@@H](C)C(=O)OC)c(=O)c2cc3c(cc21)OCO3,-2,6,-2,1,-2,-2,-5,-2,3,-0.2
O=C(O)CC1=C(Nc2ccccc2)C(=O)N(c2ccccc2)C1c1ccc(Cl)cc1 (stereo not given),3,-4,0,28,-1,6,1,-3,1,-0.3
O=C(NCc1ccc(F)cc1)c1cc2c(s1)CCCC2,4,-10,2,1,-7,-1,6,0,-2,-2.8
CO/C(N)=C(\C#N)N=Cc1ccccc1Cl,0,3,11,3,3,-1,-2,-2,-2,0.1
Cc1ccccc1CSc1nnc(C)c(=O)[nH]1,-3,6,-17,2,6,4,-7,2,-2,0.8
CCCN1C(=O)c2cc(C(=O)NC3CCCCCC3)ccc2C1O (stereo not given),0,-1,13,0,-4,1,6,2,5,-2.5
COc1cc(/C=C/C(=O)OC[C@H]2O[C@H](OC3(CO)OC(CO)C(O)C3O)[C@H](O)[C@@H](O)[C@@H]2O)ccc1O (stereo not given in full),3,-9,1,2,4,-3,-2,-3,-4,-1.4
O=C(NCC1CC1)NC(=O)c1ccccc1F,1,.,4,2,8,-1,7,0,1,-0.1
CC(C)=C1C2CCC1C1C(=O)N(c3nc(-c4ccc(C(C)C)cc4)c(C)s3)C(=O)C21 (stereo not given),-1,-16,2,2,15,-1,2,-2,-5,-0.5
COc1ccc(Nc2nc(N3CCCCC3)nc(N3CCCCC3)n2)c(OC)c1,-1,6,7,1,-1,-2,-4,1,-4,-0.1
COc1ccccc1C1CN(c2ccc(F)cc2F)N=C1c1cccs1 (stereo not given),6,-4,0,1,-2,-2,11,-6,2,0.8
Cc1ccc(Cl)cc1NC(=O)CC(O)(C(F)(F)F)C(F)(F)F,-5,-2,-1,-3,-9,-2,4,2,-1,0.1
O=C(Nc1cc(C(F)(F)F)ccc1Cl)C(Sc1nnc(-c2cccs2)o1)c1ccccc1 (stereo not given),1,-16,6,16,8,-3,-3,-4,1,-1.4
C/C(=N\Nc1ccc([N+](=O)[O-])cc1[N+](=O)[O-])C(C)(C)C(C(=O)O)C(=O)O,3,3,13,11,2,-2,6,-2,-7,-1.8
Cc1noc(C)c1COc1ccccc1C(=O)N(C)CC(=O)Nc1ccc(Cl)c(Cl)c1,2,-13,-5,0,-13,-6,-1,-1,-5,1.7
O=c1cc(Cl)c2ccccc2n1-c1ccccc1,-1,5,0,4,-4,0,-3,-1,0,0.5
Cc1cc(SCC(=O)NCCC2=CCCCC2)nc2ccccc12,3,-33,-1,-4,-1,6,16,5,2,-0.4
CC(=O)N(C(C)=O)c1cccc2c(N(C(C)=O)C(C)=O)cccc12,-3,8,11,-4,2,0,2,2,-1,0.4
Cc1cc(F)cc(-c2cc(C(=O)NCc3ccccn3)[nH]n2)c1,-1,.,-5,1,-10,3,9,2,-1,-0.3
COc1ccc(S(=O)(=O)N2CCC(C(=O)Nc3nnc(C)s3)CC2)cc1OC,-2,0,-3,-3,4,-1,1,-1,1,0.2
CCc1nc2ccc(C(=O)N3CCN(S(=O)(=O)CC)CC3)cn2c1N(CC)CCOC,3,.,-4,0,6,-4,-2,-3,1,0.5
CC(C)(C)c1ccc(OCCC(=O)Nc2ccc(N3CCOCC3)cc2N2CCOCC2)cc1,-3,2,-4,-4,-11,1,0,1,10,1.1
